# High-throughput results as filed in PubChem BioAssay.
# TRb SRC2 PPI: TRbeta-SRC2 interaction inhibition; TRbeta-SRC2 peptide binding, fluorescence polarization; receptor liganded with 1 µM T3; Potency, µM (highest dose often 106 µM), inactives show top-dose activity change, negative = inhibition, hits mostly inhibitors; hit rate 0.065% among 280,000;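 further: potency means the concentration at half of the fitted maximal effect; plate controls were bound peptide for no effect and peptide without receptor for full effect; nearly all actives have a fitted effect of over 50% in size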
#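 A fluorescence polarization screen tested compounds at multiple concentrations against complex formation between 0.6 uM TRb ligand-binding domain and 20 nM Texas Red SRC2 peptide, with 1 uM T3 present; readout after 5 hr.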
# Tau FP inhib: blocks human tau fibril formation measured by polarization; hit rate 0.39% among 280,000; K18 P301L tau heparin fibrillization, Alexa594 FP, 6 h; Potency, µM (top dose mostly 57.7 µM), without a hit: at the top dose activity, negative = inhibition, usual class: inhibitors; P10636; AID 1468; further: potency means the concentration at half of the fitted maximal effect; on the % scale 0 is the no-effect control and ±100 the full control effect; nearly all actives have a fitted effect of over 55% in size
# Target sequence (P10636 561-689 P618L limits assumed): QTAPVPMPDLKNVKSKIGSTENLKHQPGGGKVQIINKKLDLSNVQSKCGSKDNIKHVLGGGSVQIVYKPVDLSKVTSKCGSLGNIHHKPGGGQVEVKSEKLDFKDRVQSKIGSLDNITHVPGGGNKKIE
#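 Steps: dispense K18 P301L tau (15 uM plus 0.24 uM Alexa 594 tracer, final) in pH 7 sodium acetate; add compound; add heparin (20 uM final); incubate 6 hr, 37 C; add ThT (30 uM final); after 1 hr ambient, read FP.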
# Tau fluor cs: counter-screen for tau fibril formation inhibitors; tau K18 P301L Alexa594 fluorescence, heparin fibrillization; Potency, µM (series often up to 57.7 µM), for inactives: top-dose activity change, negative = decrease; hit rate 0.93% among 280,000; further: potency means the concentration at half of the fitted maximal effect; on the % scale 0 is the no-effect control and ±100 the full control effect; nearly all actives have a fitted effect of over 55% in size
#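 Human tau K18 P301L (15 uM unlabeled, 0.24 uM Alexa 594-labeled) in 100 mM sodium acetate pH 7 with 20 uM heparin, 6 hr at 37 C. ThT 30 uM added, 1 hr ambient; Alexa 594 FP and total fluorescence read at 555/632 nm.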
# CBFb-RUNX1 inh: CBF-beta/RUNX1 interaction disruption; Q01196+Q13951; AlphaScreen CBFb-His/RUNX1-biotin binding, biochemical; Potency, µM (top dose mostly 59.8 µM), for the others: at the top dose activity, negative = inhibition, most hits filed as inhibitors; 230,000 tested, under 10 active; further: % of control where 0% means no effect
#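 Bead-based AlphaScreen assay; binding partners His-tagged CBF-beta and biotinylated RUNX1 at 30 nM each. Compound exposure 15 min after a 20-min protein preincubation; bead step 90 min; all steps at room temperature.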
# Epigenetic reg: derepresses silenced GFP reporter in murine cells | murine LDR cells, GFP reporter derepression, 30 h | Potency, µM (top dose mostly 53.9 µM), for the others: at the top dose GFP activation, usual class: activators | hit rate 0.2% among 280,000 | AID 1865; further: potency means the concentration at half of the fitted maximal effect; % of control where 0% means no effect; nearly all actives have a fitted effect of over 60% in size
#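 Derepression of a silenced CMV-GFP reporter in murine LDR cells is scored by enumerating GFP-positive cells with a laser-scanning microplate cytometer after 30 hours of treatment at 37 C.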
# NPSR antag: neuropeptide S receptor (human) antagonism, cAMP; CHO-NPSR cells, cAMP TR-FRET, antagonist mode; Q6W5P4; Potency, µM (doses to about 38.3 µM), inactives show at the highest dose activity change, negative = inhibition, most hits filed as inhibitors; hit rate 1% among 220,000; further: potency means the concentration at half of the fitted maximal effect; on the % scale 0 is the no-effect control and ±100 the full control effect; nearly all actives have a fitted effect of over 50% in size; many of its hits are not listed in these tables
# Target sequence (Q6W5P4 whole entry, looked up): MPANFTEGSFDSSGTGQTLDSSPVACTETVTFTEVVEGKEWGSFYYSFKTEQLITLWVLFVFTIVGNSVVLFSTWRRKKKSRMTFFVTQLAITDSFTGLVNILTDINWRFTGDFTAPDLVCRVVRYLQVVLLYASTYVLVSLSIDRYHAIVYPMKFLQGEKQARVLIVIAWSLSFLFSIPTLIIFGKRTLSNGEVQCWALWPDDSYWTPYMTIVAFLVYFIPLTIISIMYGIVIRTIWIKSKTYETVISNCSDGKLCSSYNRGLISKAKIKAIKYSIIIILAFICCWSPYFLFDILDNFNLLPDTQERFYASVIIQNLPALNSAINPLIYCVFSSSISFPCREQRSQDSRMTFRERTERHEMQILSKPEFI
# TR SRC2 fluor cs: alters Texas Red total fluorescence, flagging assay interference; TRb/SRC2 Texas Red total fluorescence interference; Potency, µM (doses to about 106 µM), inactives show at the top dose fluorescence change, negative = quenching; hit rate 0.29% among 280,000; active means well fitted curve in either direction with a large enough effect; inconclusive means small, poorly fitted or top-dose-only effect; further: potency means the concentration at half of the fitted maximal effect; on the % scale 0 is the no-effect control and ±100 the full control effect
#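 Flags fluorescent or light-absorbing compounds by total fluorescence, S + 2P, at 555 nm excitation and 632 nm emission. Mixture: 20 nM Texas Red SRC2 peptide, 0.6 uM human TRb LBD, 1 uM T3, 5% DMSO; compound exposure 5 h at ambient temperature.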
# aGal spleen mod: alpha-galactosidase A (human) modulation; human spleen homogenate, 4MU-alpha-Gal fluorescence, 40 min; Potency, µM (top dose mostly 80 µM), for the others: at the highest dose activity change, negative = inhibition, hits mostly inhibitors; hit rate 0.008% among 240,000;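 further: potency means the concentration at half of the fitted maximal effect; 0% = enzyme with vehicle and -100% = no enzyme basal signal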
# Target sequence (P06280 32-429 limits assumed): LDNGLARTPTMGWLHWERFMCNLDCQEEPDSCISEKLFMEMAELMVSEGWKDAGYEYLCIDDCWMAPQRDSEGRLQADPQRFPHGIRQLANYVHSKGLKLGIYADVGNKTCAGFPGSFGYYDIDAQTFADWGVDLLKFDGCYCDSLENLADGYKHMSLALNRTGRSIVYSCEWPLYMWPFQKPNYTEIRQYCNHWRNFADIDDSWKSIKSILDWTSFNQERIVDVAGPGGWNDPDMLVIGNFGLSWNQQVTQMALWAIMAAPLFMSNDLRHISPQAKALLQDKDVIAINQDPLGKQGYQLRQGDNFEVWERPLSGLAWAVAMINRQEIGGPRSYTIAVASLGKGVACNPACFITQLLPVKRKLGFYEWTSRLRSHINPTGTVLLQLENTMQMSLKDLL
#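 qHTS titration in buffer at pH 5.0. Alpha-galactosidase activity in spleen homogenate was measured via 4-methylumbelliferone release from 1 mM fluorogenic substrate after 40 min at 37C and a pH 10 stop. AC50 came from Hill fits of control-normalized data.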
# * = called active by the depositor; ? = inconclusive; . = not tested or not shown; & = joins results of further samples; [ ] = dose if it differs, or a comment. Unless noted, the call rests on the fitted dose curve; in most records, active means well fitted curve in the direction sought with a large enough effect; inconclusive means small, poorly fitted or top-dose-only effect, or another doubt; inactive means no such curve, though single readings can be large; an effect the other way counts as inactive or inconclusive. An excerpt. The share of hits here may be higher or lower than overall.
SMILES,TRb SRC2 PPI,Tau FP inhib,Tau fluor cs,CBFb-RUNX1 inh,Epigenetic reg,NPSR antag,TR SRC2 fluor cs,aGal spleen mod
Cc1nn(Cc2ccc(Cl)cc2)c(C)c1NC(=O)/C=C/c1cnn(C)c1,-3.8%,2.5%,-0.7%,7.4%,-6.9%,-2.4%,-0.9%,-1.7%
CC(O)CN1CC(O)=C(c2nc3ccccc3s2)C1=N (stereo not given),-0.5%,-6.3%,-15.3%,0.3%,1.3%,-9.5%,-1.6%,0.4%
CC(=O)Nc1ccc(S(=O)(=O)NC2(C(F)(F)F)C(=O)Nc3c2c(=O)[nH]c(=O)n3Cc2cccnc2)cc1 (stereo not given),-2.4%,-2.4%,4.0%,3.9%,1.0%,-11.4%,-1.0%,1.0%
COC(=O)[C@@]1(Cc2ccccc2)[C@@H]2C(=CC(=O)[C@H]2CC(=O)C(=O)N(C)C)CN1C(=O)c1ccccc1,-6.2%&4.5%,?,-0.9%&-16.2%,3.9%[2.36 µM],-0.3%&2.0%,-19.8%,-0.9%&0.7%,0.8%&5.4%
S=C(NCC1COc2ccccc2O1)Nc1ccc(Br)cc1 (stereo not given),-0.2%,?,?,11.9%,0.0%,-38.1%,-2.0%,-2.2%
C=C(C(=O)O)[C@@H]1CC[C@@]2(C)CCC[C@](C)(O)[C@@H]2C1,-2.7%,-6.6%,-2.8%,-9.2%,-1.1%,.,-0.5%,12.1%
CCc1cc(CNC(=O)CCc2nnc(Cc3cccc(C)c3)o2)on1,2.1%,-11.8%,-13.8%,-2.2%,0.9%,-0.8%,-0.7%,2.7%
Cc1ccccc1OCC(=O)OCc1cc(=O)n2nc(C3CCCCC3)sc2n1,0.2%,3.1%,4.4%,.,0.0%,.,3.2%,.
COC(=O)c1cc(O)cc(OC)c1Oc1cc(C)cc(O)c1C(=O)O,4.8%,-9.5%,-16.7%,.,1.3%,-13.9%,-3.2%,-1.6%
O=C(Cn1cncn1)N1CCN(c2ccc(F)cc2)CC1,0.7%,-2.0%,-3.1%,4.8%,-1.7%,-7.5%,-0.5%,1.7%
Cc1cc2cc(CCNC(=O)C3c4ccccc4Oc4ccccc43)c(=O)[nH]c2cc1C,2.9%,4.3%,-11.5%,4.1%[2.36 µM],-0.4%,-5.7%,-0.4%,1.5%
CC1CC(C)CN(CCOc2ccc(Br)cc2)C1 (stereo not given),-3.9%,4.5%,-1.8%,7.5%,-1.3%,-3.3%,2.4%,15.4%
Cc1cc(N)n2ncc(-c3ccc(Cl)cc3)c2n1,-11.2%,?,14.1µM*[quencher],8.5%,-1.1%,?,-7.0%,2.7%
COCCNC(=O)CCCCCNS(=O)(=O)c1ccc(C)cc1,-4.3%,3.1%,-0.7%,2.4%,0.0%,-8.4%[46.1 µM],-0.5%,-3.2%
COc1ccc(CN(Cc2cccn2C)S(=O)(=O)c2cccc(C(F)(F)F)c2)cc1,-0.3%,-10.2%,-18.9%,13.1%,2.3%,-45.6%,-2.5%,0.9%
CCOC(=O)c1c(NC(=O)NC(C)(C)C)sc2c1CCN(C)C2,-5.0%,-11.6%,-11.2%,0.9%,0.0%,-1.0%[7.67 µM],-3.5%,-0.8%
CC(=O)c1ccc(NC(=O)C2CCCN2S(=O)(=O)c2ccc(F)cc2)cc1 (stereo not given),-0.7%,-0.6%,1.0%,-4.5%,0.2%,-6.6%[46.1 µM],-5.9%,1.9%
COc1ccc(NC(=O)CN2C(=O)COc3ccc(S(=O)(=O)N4CCOCC4)cc32)cc1,-4.8%,5.0%,-11.2%,.,-1.1%,.,-4.8%,.
CCOC(=O)C1=C(c2ccccc2)NC(=S)NC1C (stereo not given),0.8%,-3.2%,-8.2%,7.3%,-1.0%,2.5%[46.1 µM],2.8%,3.1%
CC(C)NC(=O)C1CCN(c2ccc(S(=O)(=O)N3CCOCC3)cc2Cl)CC1,7.2%,-9.1%,-0.1%,2.0%,5.6%,-3.2%,-0.6%,1.4%
O=C(CCN1CCOCC1)NNC(=S)NC(=O)c1ccc(Br)cc1,1.9%,3.7%,1.7%,-6.7%,1.2%,1.5%,-3.4%,1.1%
CC(=O)Oc1ccc2oc(C)c(C(=O)N3CCOCC3)c2c1,-14.5%,-7.7%,-5.5%,-3.1%,2.1%,11.8%[46.1 µM],1.3%,11.1%
Cc1ccc(NC(=O)CSc2nc3ccc(NC(=O)c4ccco4)cc3s2)c(C)c1,2.3%,?,?,.,0.8%,.,-23.1%,.
COC(=O)[C@H](CCSC)NC(=O)C/C=C\[C@@H](C)[C@@H](CO)OC,0.0%[11.2 µM],-2.8%[11.6 µM],-3.6%[11.6 µM],2.9%[13.1 µM],0.0%[10.1 µM],.,1.5%[11.2 µM],9.4%[17.5 µM]
CCOCC(=O)N1CCN(c2cccc(Cl)c2)CC1,-4.5%,9.8%,-3.0%,-1.8%,-0.9%[10.1 µM],0.3%,-1.8%,0.2%

# Just CBFb-RUNX1 inh, Epigenetic reg and TR SRC2 fluor cs, for 2 of the compounds above:
SMILES	CBFb-RUNX1 inh	Epigenetic reg	TR SRC2 fluor cs
COCCNC(=O)CCCCCNS(=O)(=O)c1ccc(C)cc1	2.4%	0.0%	-0.5%
COc1ccc(CN(Cc2cccn2C)S(=O)(=O)c2cccc(C(F)(F)F)c2)cc1	13.1%	2.3%	-2.5%

# (next part)
SMILES,TRb SRC2 PPI,Tau FP inhib,Tau fluor cs,CBFb-RUNX1 inh,Epigenetic reg,NPSR antag,TR SRC2 fluor cs,aGal spleen mod
O=C(Nc1ccccc1)ON=C1CCCC1,-5.2%,-4.1%,-10.5%,0.4%,-2.0%,22.9%,-3.1%,-3.9%
CC1=Nc2cc(C(=O)O)ccc2Sc2c(C)ccc(C)c21,1.8%,6.3%,-1.2%,-18.0%,6.7%,-12.9%,-0.1%,5.3%
Cc1cccc(C(=O)NC(=S)NNC(=O)c2cccs2)c1,-4.1%,5.6%,9.4%,-10.3%,-3.1%,-25.9%,-1.3%,-3.5%
CCCCC(CC)C(=O)Nc1ccccc1C#N (stereo not given),-4.8%,-3.4%,6.1%,2.1%,-7.3%,-5.6%[46.1 µM],-4.1%,-6.3%
O=C(Oc1ccc(Cl)cc1)c1cc(-c2ccc3c(c2)OCCO3)on1,-27.6%,2.0%,-5.5%,.,-3.2%,.,13.7%,.
O=C(CCCOc1ccccc1)Nc1ncccn1,-16.5%,-0.8%,-0.8%,-4.3%,-0.9%,8.3%,-7.2%,2.4%
Cc1ccc2[nH]c(=O)c(CN(Cc3cccs3)S(=O)(=O)c3ccc4c(c3)OCCO4)cc2c1,2.3%,?,-11.8%,-12.0%,1.6%,-35.2%,-1.4%,-1.9%
O=C(COc1ccc([N+](=O)[O-])cc1)Nc1ccc(C(=O)NCc2cccnc2)cc1,3.0%,?,-14.8%,-0.3%,-1.3%,-6.6%[46.1 µM],-8.6%,-9.6%
COc1ccc(C(=O)NC2CCCc3ccccc32)cc1S(=O)(=O)N1CCOCC1 (stereo not given),-5.3%,-4.1%,-6.2%,-9.0%,-0.2%,-12.8%,-2.2%,-1.8%
CCOC(=O)C1=C(O)/C(=C\c2cc(C)n(-c3ccccc3F)c2C)N=C1C,-5.6%,-9.1%,-21.0%,-6.8%,1.3%,-21.8%,1.8%,-4.2%
NNc1nc(-c2ccccc2)nc2sc3c(c12)CCCC3,7.4%,14.0%,-26.6%,-5.7%,-1.0%,-3.1%,0.9%,4.1%
Cc1cc(C(=O)Nc2sc(C)c(C)c2C#N)c(C)o1,-4.3%,0.6%,2.1%,-0.2%,0.0%,2.7%[46.1 µM],0.6%,-0.2%
CCc1ccc(-c2cc(C(=O)NN3CCOCC3)c3ccccc3n2)s1,-1.3%,3.1%,-12.6%,1.8%,3.3%,-9.6%,-3.2%,0.8%
CCOC(=O)C1(CCOc2ccccc2)CCN(Cc2ccc(NC(C)=O)cc2)CC1,7.1%,-2.9%,-17.1%,-4.7%,1.0%,0.4%,0.3%,2.2%
COc1ccc(C2CC2/C(C)=N/OC(=O)c2ccc(F)cc2)cc1 (stereo not given),2.8%,2.5%,-16.7%,20.5%,1.0%,-3.6%,-1.4%,6.4%
O=C(Nc1ccc(Cl)cn1)C1CCCN1S(=O)(=O)c1ccc(Cl)cc1 (stereo not given),-16.4%,-2.1%,-7.3%,3.3%,1.1%,-26.4%[46.1 µM],0.7%,-1.9%
CN1CCc2nc3sc(C(=O)Nc4ccccc4C(F)(F)F)c(N)c3cc2C1,-0.3%,13.5%,?,.,0.8%,.,-0.6%,.
O=C(NCc1ccccn1)Nc1cccc(Cl)c1,5.9%,2.6%,-4.8%,-8.6%,-2.7%,1.4%[46.1 µM],1.0%,3.0%
O=C(NCCc1ccc(O)cc1)c1ccc(Cl)cc1,3.0%,?,-11.7%,0.4%,-0.4%,-3.3%[46.1 µM],-1.5%,-2.4%
Cc1ncc([N+](=O)[O-])n1Cc1ccccc1F,-4.6%,9.5%,5.7%,-0.9%,2.4%,14.1%,-0.2%,-11.9%
COC(=O)CSc1nc2cc3c(cc2cc1C)OCO3,-2.6%,-5.1%[2.34 µM],3.2%[2.34 µM],2.7%,-1.1%,-5.0%,5.2%,4.8%
CCOC(=O)C1CCN(C(=O)c2ccc3c(c2)sc2nc(-c4ccc(C)cc4)cn23)CC1,-8.2%,-6.0%,12.1%,.,-1.1%,.,?,.
C#CCOCCOCCOCCNc1nc(N2CCN(C(=O)[C@H]([C@@H](C)CC)n3cc(CCCN=C(N)N)nn3)CC2)nc(N2CCN(C(=O)[C@H](CCCCN)n3cc(CCC(=O)O)nn3)CC2)n1,3.4%,-6.0%,-7.9%,8.1%[2.36 µM],4.7%,14.7%,0.3%,4.9%
CS(=O)(=O)Nc1cccc(C(=O)CC2(O)C(=O)Nc3ccccc32)c1 (stereo not given),10.8%,-5.2%,-10.6%,3.5%,3.7%,9.5%[7.67 µM],0.3%,3.5%

# Taken from above.
# In NPSR antag, CCOC(=O)C1(CCOc2ccccc2)CCN(Cc2ccc(NC(C)=O)cc2)CC1 shows 0.4%
# In CBFb-RUNX1 inh, O=C(Nc1ccccc1)ON=C1CCCC1 shows 0.4%
